Assay outcomes as filed in PubChem BioAssay.
Nrf2 activator – qHTS of Nrf2 Activators | AREc32 ARE-luciferase reporter (MCF7-derived line), luminescence, 24 h | Potency, µM (titrated, usually from 46.1 µM), inactives show top-dose activation, actives largely listed as activators | hit rate 0.31% among 410,000 | AID 624171, 2012; also: potency is read from the fitted curve at half-maximal effect; % of control where 0% means no effect; nearly all actives have a fitted effect of over 65% in size
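Quantitative high-throughput format: AREc32 reporter cells, 1000 per well, received compound by pin transfer and were incubated 24 hr at 37 deg C, 5% CO2, before Steady-Glo luminescence detection.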
TGFb SMAD3 inh – qHTS for Inhibitors of TGF-b; Potency, µM (doses to about 46.1 µM), without a hit: at the highest dose activity, negative = inhibition, usual class: inhibitors; hit rate 1.2% among 410,000; HepG2 CAGA-GFP TGF-b/SMAD3 reporter, GFP fluorescence, 18 h; TGF-beta stimulated, 500 pg/mL final; also: potency is read from the fitted curve at half-maximal effect; % is scaled to controls: 0 for no effect and ±100 for the full control effect; nearly all actives have a fitted effect of over 65% in size
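TGF-beta reporter screen: HEPG2 CAGA-GFP, 1% FBS, 500 pg/mL TGF-beta final, 18 h; per-cell GFP summed per well; curves fitted and categorized by class.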
MmCpn inh – Inhibitors of TCP-1 ring complex (TRiC) of Methanococcus maripaludis (MmCpn): qHTS; purified Mm-Cpn ATPase, ADP Transcreener TR-FRET; Potency, µM (series often up to 76.9 µM), inactives show at the top dose activity, negative = inhibition, hits mostly inhibitors; hit rate 0.031% among 330,000; AID 504842, 2011; also: potency is read from the fitted curve at half-maximal effect; % is scaled to controls: 0 for no effect and ±100 for the full control effect; nearly all actives have a fitted effect of over 80% in size
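Measured: ADP formation by purified Mm-CPN. Conditions: 25 nM protein, 10 uM ATP, Tris pH 7.4 with Mg2+, K+ and DTT, 37°C for 30 min. Detection: Transcreener HTRF after 30 min at room temperature.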
A549 tox – Nrf2 qHTS screen for inhibitors: counterscreen for cytotoxicity | A549 ARE-Fluc cells, CellTiter-Fluor viability, 18-24 h | Potency, µM (highest dose often 46 µM), for the others: top-dose activity change, negative = cytotoxicity, hits mostly inhibitors | hit rate 0.16% among 390,000 | AID 504648, 2011; also: potency is read from the fitted curve at half-maximal effect; % is scaled to controls: 0 for no effect and ±100 for the full control effect
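A549 ARE-Fluc cells in 5% FBS OPTI-MEM, 5000 cells/well, rested 2 h then exposed to compounds in concentration-response for 18-24 h at 37 °C. Viability by CellTiter-Fluor fluorescence (Ex 405/Em 525) after 30 min; luciferase luminescence (BugLite, 15 min, RT) read afterwards.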
Nrf2 block – Nrf2 qHTS screen for inhibitors; AID 504444, 2011; Potency, µM (titrated, usually from 46 µM), without a hit: at the top dose activity change, negative = inhibition, most hits filed as inhibitors; hit rate 2.1% among 360,000; A549 ARE-Fluc reporter, luciferase luminescence, 18-24 h; also: potency is read from the fitted curve at half-maximal effect; % is scaled to controls: 0 for no effect and ±100 for the full control effect; nearly all actives have a fitted effect of over 60% in size
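Two sequential reads on A549 ARE_Fluc cells exposed to compound for 18-24 h: a CellTiter-Fluor fluorescence read for viability, then a luciferase luminescence read for Nrf2/ARE activity.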
Akt phos inh – HTS Assay for Inhibitors of Akt Phophorylation: Primary Screen; activity change, % for hits at 50 µM; AID 651550, 2012; Neuro2A IGF-stimulated pAkt S473 HTRF, 20 min; active compounds read low; hit rate 0.32% among 360,000; in the data active = activity change below about -80%; inconclusive = mostly about -51% to -80%; also: % is scaled to controls: 0 for no effect and ±100 for the full control effect
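Neuro2A cells in DMEM with 0.5% FBS, overnight at 37 deg C, given compound at single 50 µM final, then IGF (6 nM final) for 20 min at 37 deg C. Lysed; phospho-Akt Ser473 by HTRF after 24 h, 665/615 ratio.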
CCT modulator – High-Throughput Screening for Modulators of Cytosolic Chaperonin Activity. purified chaperonin ATPase assay, HTRF ADP detection, 30 min. activity change, % (concentration not given with the values), hits read low. hit rate 0.3% among 360,000; in the data active = activity change below about -30%; also: % is scaled to controls: 0 for no effect and ±100 for the full control effect
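Nucleotide hydrolysis assay: TRiC at 20–40 nM final (set by batch activity) with 10 uM ATP, 30 min at 37 °C, in presence of 76 uM compound. Detection by competitive ADP HTRF, 30 min ambient.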
HepG2 viability – qHTS for Inhibitors of TGF-b: Cytotox Counterscreen | AID 588856, 2011 | HepG2 CAGA-GFP viability, ATP luminescence, 18 h | hit rate 0.76% among 410,000 | Potency, µM (doses to about 46.1 µM), for inactives: top-dose activity change, negative = cytotoxicity, actives largely listed as cytotoxic; also: potency is read from the fitted curve at half-maximal effect; some results filed as inactive show a strong effect at the top dose
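HepG2 CAGA-GFP cells (1000/well, DMEM with 1% FBS) received compound, then TGF-beta at 500 pg/mL final, and were incubated 18 hours at 37 degrees C. Viability was read by CellTiter-Glo luminescence. Media-only wells were set as complete cell-killing and DMSO as no toxicity.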
S2 tox – Viability Counterscreen for Primary qHTS for Inhibitors of ATXN expression; S2 cells (HEK-293 line with an ATXN2-luciferase reporter) viability, CellTiter-Fluor protease fluorescence, 24 h; Potency, µM (doses to about 56.7 µM), usual class: cytotoxic; hit rate 0.49% among 400,000; AID 651635, 2014; also: potency is read from the fitted curve at half-maximal effect; nearly all actives have a fitted effect of over 40% in size
* = called active by the depositor; & = joins results of further samples; [ ] = remark or other dose. Unless noted, calls follow the shape of the dose curve; as a rule, active = well fitted curve in the direction sought with a large enough effect; inconclusive = small, poorly fitted or top-dose-only effect, or another doubt; inactive = no such curve, though single readings can be large; an effect the other way counts as inactive or inconclusive.

O=C1/C(=C\c2ccc(Br)o2)Cc2ccccc21 was read as Nrf2 activator 11µM*, TGFb SMAD3 inh inconclusive, MmCpn inh -9%, A549 tox 1%, Nrf2 block inconclusive, Akt phos inh inactive, CCT modulator -0.3, HepG2 viability -36% and S2 tox inactive.
`COc1ccc(CCNC(=O)C2CCCN(S(=O)(=O)N3CCCCCC3)C2)cc1OC` (configuration not stated) gave Nrf2 activator 0.5%, TGFb SMAD3 inh inconclusive, MmCpn inh 1%, A549 tox -1%, Nrf2 block -7%, Akt phos inh inactive, CCT modulator -0.6, HepG2 viability 1% and S2 tox inactive.
For Cc1[nH]c2ccccc2c1CCNC(=O)c1ccc2nccnc2c1 the results were Nrf2 activator -0.6%, TGFb SMAD3 inh 11%, MmCpn inh -1%, A549 tox -6%, Nrf2 block 3%, Akt phos inh inactive, CCT modulator 1.5, HepG2 viability -1% and S2 tox inconclusive.
Cc1nnc2sc(-c3cccc(NC(=O)c4cccnc4)c3)nn12 was read as Nrf2 activator 2.7%, TGFb SMAD3 inh 2%, MmCpn inh 1%, A549 tox 2%, CCT modulator -3.3, HepG2 viability -30% and S2 tox inactive.
CC1=NOC(=O)/C1=C/c1ccc(O)c(Cl)c1 was read as Nrf2 activator 0.0%, TGFb SMAD3 inh -2%, MmCpn inh 0%, A549 tox -2%, Nrf2 block -5%, Akt phos inh inactive, CCT modulator -1.6, HepG2 viability 1% and S2 tox inactive.
Nc1nnc(SCC(=O)Nc2nccs2)s1 was read as Nrf2 activator 1.3%, TGFb SMAD3 inh 16%, MmCpn inh 0%, A549 tox 1%, Nrf2 block 9%, Akt phos inh inactive, CCT modulator -2.0, HepG2 viability 0% and S2 tox inactive.
Screening COc1cccc(CN2CCN(C(=O)c3ccco3)CC2)c1 returned Nrf2 activator -0.7%, TGFb SMAD3 inh 3%, MmCpn inh 2%, A549 tox 0%, Nrf2 block 0%, Akt phos inh inactive, CCT modulator -1.0, HepG2 viability -89% and S2 tox inactive.
Screening CCOCc1cc(CN2CCN(c3cccc(Cl)c3)CC2)c(O)c2ncccc12 returned Nrf2 activator 0.5%, TGFb SMAD3 inh 2µM*, A549 tox 4%, Nrf2 block inconclusive and HepG2 viability -22%.
Screening O=C(CN1CCN(Cc2ccccc2)CC1)NCC1COc2ccccc2O1 (configuration not stated) returned Nrf2 activator 0.4%, TGFb SMAD3 inh 1%, MmCpn inh -1%, A549 tox inconclusive, Nrf2 block 0%, Akt phos inh inactive, CCT modulator -0.9, HepG2 viability -23% and S2 tox inactive.
Screening Clc1ccccc1C1=CC(c2ccco2)n2nnnc2N1 (configuration not stated) returned Nrf2 activator inconclusive, TGFb SMAD3 inh 3%, MmCpn inh 0%, A549 tox 0%, Nrf2 block 0%, Akt phos inh inactive, CCT modulator 1.5, HepG2 viability 7% and S2 tox inactive.
CC1Sc2ccc(S(=O)(=O)CCC(=O)N3CCc4ccccc43)cc2NC1=O (configuration not stated) was read as Nrf2 activator 0.4%, TGFb SMAD3 inh -18%, MmCpn inh 2%, A549 tox 3%, Nrf2 block -15%, Akt phos inh inactive, CCT modulator 1.3, HepG2 viability 0% and S2 tox inactive.
Screening CCOC(=O)c1cnc2c(Cl)cc(Cl)cc2c1NCCCN1CCOCC1 returned Nrf2 activator -0.6%, TGFb SMAD3 inh 10%, MmCpn inh inconclusive, A549 tox -7%, Nrf2 block -17%, Akt phos inh inactive, CCT modulator 0.4, HepG2 viability -1% and S2 tox inactive.
Cn1c(=O)[nH]c(=O)c2c1nc(OC(=O)c1ccccc1)n2CC(O)COc1ccccc1 (configuration not stated) was read as Nrf2 activator 0.3%, TGFb SMAD3 inh 0%, MmCpn inh 0%, A549 tox -2%, Nrf2 block 2%, Akt phos inh -126%*, CCT modulator 0.1, HepG2 viability 12% and S2 tox inactive.
`CCOC(=O)c1cccc(NC(=O)CCn2c(=O)oc3ccccc32)c1` gave Nrf2 activator 0.2%&0.6%, TGFb SMAD3 inh 4%&7%, MmCpn inh -3%, A549 tox -3%&-2%, Nrf2 block 6%&5%, Akt phos inh inactive, CCT modulator 1.1, HepG2 viability -5%&-20% and S2 tox inactive.
For COc1cccc(NC(=O)NC2(C(F)(F)F)Oc3ccccc3O2)c1 the results were Nrf2 activator inconclusive, TGFb SMAD3 inh -9%, MmCpn inh 0%, A549 tox inconclusive, Nrf2 block inconclusive, Akt phos inh inactive, CCT modulator -1.6, HepG2 viability -32% and S2 tox inactive.
Cc1ccc(N2CC(NC(=O)c3ccc(Br)o3)CC2=O)cc1C (configuration not stated) was read as Nrf2 activator 0.0%, TGFb SMAD3 inh -6%, A549 tox 11% and HepG2 viability -8%.
For CCOC(=O)c1cc(-c2ccccc2)n(CCC(=O)N2CCN(c3ccc(OC)cc3)CC2)c1C the results were Nrf2 activator 3.1%, TGFb SMAD3 inh -26%, MmCpn inh 0%, A549 tox -5%, Nrf2 block inconclusive, Akt phos inh inactive, CCT modulator -0.9, HepG2 viability -30% and S2 tox inconclusive.
Screening Cc1nc2ccc(S(=O)(=O)N(C)CC(=O)NCc3ccc(N(C)C)cc3)cc2s1 returned Nrf2 activator 0.1%, TGFb SMAD3 inh -2%, MmCpn inh -1%, A549 tox 0%, Nrf2 block -10%, Akt phos inh inactive, CCT modulator -0.1, HepG2 viability -16% and S2 tox inactive.
`CCCCN(C)C(=O)C1CCN(Cc2ccccn2)CC1` gave Nrf2 activator 0.4%, TGFb SMAD3 inh -1%, MmCpn inh 2%, A549 tox -6%, Nrf2 block -10%, Akt phos inh inactive, CCT modulator -2.8, HepG2 viability -16% and S2 tox inactive.
For Cc1ccccc1Nc1nc(N)nc(COC(=O)CCS(=O)(=O)c2ccc(Cl)cc2)n1 the results were Nrf2 activator 4.2%, TGFb SMAD3 inh 8%, MmCpn inh 1%, A549 tox 0%, Nrf2 block -17%, Akt phos inh inactive, CCT modulator 0.2, HepG2 viability -4% and S2 tox inactive.
O=C(COc1ccccc1-c1nc(-c2ccccc2)no1)Nc1cccc([N+](=O)[O-])c1 was read as Nrf2 activator 0.6%, TGFb SMAD3 inh 1%, A549 tox -9%, Nrf2 block inconclusive and HepG2 viability -3%.
`COc1ccc(-c2cn3c(n2)sc2cc(C(=O)Nc4cccc(OC)c4)ccc23)cc1` gave Nrf2 activator 4.1%, TGFb SMAD3 inh inconclusive, A549 tox 2%, Nrf2 block -4% and HepG2 viability -35%.
CCc1nc2c(OCc3ccc(C(F)(F)F)cc3)cccn2c1N(C)C(=O)c1ccc(C)cc1 was read as Nrf2 activator 1.7%[9.22 µM], TGFb SMAD3 inh inconclusive, Akt phos inh inactive, CCT modulator 0.0, HepG2 viability -46% and S2 tox inconclusive.
`CCCOc1ccc(OCCCCNC(C)CC)cc1` (configuration not stated) gave Nrf2 activator -0.3%, TGFb SMAD3 inh 32%, MmCpn inh 1%, A549 tox -4%, Nrf2 block 3%, Akt phos inh inactive, CCT modulator -1.4, HepG2 viability -11% and S2 tox inactive.
`CC(c1n[nH]c(=S)n1-c1ccccc1)N1CCCCC1` (configuration not stated) gave Nrf2 activator 2.3%, TGFb SMAD3 inh 7%, MmCpn inh -2%, A549 tox 1%, Nrf2 block 13%, Akt phos inh inactive, CCT modulator -0.4, HepG2 viability -4% and S2 tox inactive.
`COc1ccc(/C=C/C(=O)c2ccc(OC)cc2OC)cc1` gave Nrf2 activator inconclusive, TGFb SMAD3 inh 1%, A549 tox -1%, Nrf2 block -1%, Akt phos inh inactive, CCT modulator 2.3, HepG2 viability -19% and S2 tox inconclusive.
COc1ccc(C)cc1NC(=O)C1CCN(S(=O)(=O)c2ccc3c(c2)C(C)(C)C(=O)N3C)CC1 was read as Nrf2 activator 3.1%, TGFb SMAD3 inh 4%, MmCpn inh 0%, A549 tox 0%, Nrf2 block -17%, Akt phos inh inactive, CCT modulator 1.4, HepG2 viability -9% and S2 tox inactive.
Screening CCN1Cc2cccc(C(=O)Nc3ccc(F)cc3)c2C1=O returned Nrf2 activator -0.3%, TGFb SMAD3 inh 1%, A549 tox 12%, Nrf2 block -3%, HepG2 viability -11% and S2 tox inactive.
CCn1c(=O)c(=O)n(CC)c2cc(N3CCCCC3)c(NC(=O)c3cccc(OC)c3)cc21 was read as Nrf2 activator -0.4%, TGFb SMAD3 inh 15%, A549 tox 3%, Nrf2 block 4%, HepG2 viability 2% and S2 tox inactive.

Pulled one by one from the list above, three records:
`COc1ccc(/C=C/C(=O)c2ccc(OC)cc2OC)cc1` gave Nrf2 activator inconclusive, TGFb SMAD3 inh 1%, A549 tox -1%, Nrf2 block -1%, Akt phos inh inactive, CCT modulator 2.3, HepG2 viability -19% and S2 tox inconclusive.
Screening CCN1Cc2cccc(C(=O)Nc3ccc(F)cc3)c2C1=O returned Nrf2 activator -0.3%, TGFb SMAD3 inh 1%, A549 tox 12%, Nrf2 block -3%, HepG2 viability -11% and S2 tox inactive.
`CC(c1n[nH]c(=S)n1-c1ccccc1)N1CCCCC1` (configuration not stated) gave Nrf2 activator 2.3%, TGFb SMAD3 inh 7%, MmCpn inh -2%, A549 tox 1%, Nrf2 block 13%, Akt phos inh inactive, CCT modulator -0.4, HepG2 viability -4% and S2 tox inactive.
